Screening results deposited in PubChem by The Scripps Research Institute Molecular Screening Center.
GPR151 activ = human GPR151 activation; activation, % at 11.2 µM; AID 1508602; PathHunter beta-arrestin GPR151 cells, luminescence; Q8TDV0; 1% of 650,000 active; in the data active = activation above about 4.9%;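 note: 0% = median of compound wells and 100% = cells with positive control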
Target sequence (Q8TDV0 whole entry, looked up): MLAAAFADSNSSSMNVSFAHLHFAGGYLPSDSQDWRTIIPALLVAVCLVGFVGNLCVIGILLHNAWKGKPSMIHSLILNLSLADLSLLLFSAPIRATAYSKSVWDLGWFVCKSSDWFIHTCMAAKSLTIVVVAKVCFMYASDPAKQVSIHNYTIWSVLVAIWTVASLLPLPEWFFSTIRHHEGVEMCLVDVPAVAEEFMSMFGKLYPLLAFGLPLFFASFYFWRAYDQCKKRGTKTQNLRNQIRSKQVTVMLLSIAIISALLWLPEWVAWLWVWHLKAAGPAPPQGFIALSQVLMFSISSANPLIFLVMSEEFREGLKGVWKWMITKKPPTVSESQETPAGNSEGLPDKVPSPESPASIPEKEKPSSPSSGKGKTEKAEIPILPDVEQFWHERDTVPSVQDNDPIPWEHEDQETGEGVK
MITF inh = blocks human microphthalmia-associated transcription factor; O75030; AlphaScreen MITF homodimerization, bead proximity signal; inhibition, % at 2.6 µM; 0.91% of 650,000 active; in the data active = inhibition above about 50%;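 note: 0% = vehicle wells with protein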
Target sequence (O75030 whole entry, looked up): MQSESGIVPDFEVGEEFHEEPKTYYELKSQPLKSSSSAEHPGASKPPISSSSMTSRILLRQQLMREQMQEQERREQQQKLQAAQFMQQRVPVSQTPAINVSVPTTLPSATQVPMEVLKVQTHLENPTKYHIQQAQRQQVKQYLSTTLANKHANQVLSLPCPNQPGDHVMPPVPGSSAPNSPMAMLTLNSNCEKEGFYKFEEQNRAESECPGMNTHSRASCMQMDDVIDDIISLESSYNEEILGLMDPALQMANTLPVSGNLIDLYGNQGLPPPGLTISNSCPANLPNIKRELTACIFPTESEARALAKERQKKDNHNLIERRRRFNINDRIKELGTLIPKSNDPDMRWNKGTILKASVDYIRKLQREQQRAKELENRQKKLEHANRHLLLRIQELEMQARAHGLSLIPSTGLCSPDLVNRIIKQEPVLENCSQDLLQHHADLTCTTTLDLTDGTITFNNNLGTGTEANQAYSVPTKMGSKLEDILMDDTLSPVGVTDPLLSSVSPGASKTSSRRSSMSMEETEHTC
FBW7 activator = human FBW7 E3 ligase activation, primary screen | Q969H0 | AlphaScreen FBW7–phospho-cyclin E peptide binding, activator screen | normalized activity (activation), % at 26.1 µM | 0.13% of 650,000 active | AID 1259310; in the data active = normalized activity above about 1.9%;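 note: purified mutant Fbw7 with reduced substrate affinity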
TEAD-YAP block = TEAD-YAP interaction inhibition; AID 1259422; HEK-TIYL cells, TEAD-Gal4/YAP UAS-luciferase luminescence; 1.4% of 640,000 active; inhibition, % at 9.12 µM; in the data active = inhibition above about 32%;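 note: 0% = median of test compound wells and 100% = reference inhibitor wells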
* hit, by the source's call; · = no result given.

Second line of a record: GPR151 activ	MITF inh	FBW7 activator	TEAD-YAP block
> O=C(CCc1nnc(Cc2ccc(-c3ccccc3)cc2)o1)NCCc1cccnc1
 : -0.1	-15	0.0	0
> COc1ccccc1Nc1nc(-c2ccccc2Cl)c2cc(Br)ccc2n1
 : 0.1	-2	-0.1	4
> Cc1cc(NC(=O)COC(=O)c2ccc(F)c(S(=O)(=O)N3CCOCC3)c2)no1
 : -0.3	15	0.1	10
> NC(=S)N(C1=NCCCCC1)c1ccc(Br)cc1
 : 0.4	13	0.2	4
> c1ccc(-c2csc(-c3nc(-c4ccccc4)cs3)n2)cc1
 : -1.1	3	0.4	-4
> OC(COc1ccccc1)CN1C2=NCCCN2c2ccccc21 (stereo not drawn)
 : 1.0	11	2.1*	-4
> COc1ccc(-c2nc3s/c(=C\c4cccc(OC)c4OC)c(=O)n3n2)cc1OC
 : 0.5	-8	0.0	-3
> COC(=O)C12CC3CC(CC(NC(=O)c4cc(-c5cccs5)[nH]n4)(C3)C1)C2
 : 1.5	5	0.2	-3
> CC(=O)C(C(=O)Nc1ccc(F)cc1)C(c1ccc(F)cc1)C(C#N)C#N (stereo not drawn)
 : 0.7	-2	-0.1	4
> CSc1nnc(C)c(=O)n1COC(=O)c1ccc(Cl)cc1
 : -2.0	-2	0.1	-2
> O=C(NC(C(=O)Nc1cccc(Cl)c1)c1ccc(Cl)cc1)c1ccc(Cl)cc1 (stereo not drawn)
 : 2.2	-1	0.0	2
> CCOc1ccc2[nH]c3nc(SCC(=O)Nc4ccccc4F)nnc3c2c1
 : 0.7	-7	0.1	2
> O=C(Nc1nnc(S(=O)(=O)N2CCOCC2)s1)c1ccccc1
 : 1.0	-8	-0.1	-7
> Cc1c(C(=O)N/N=C/c2cccnc2)sc(N)c1C#N
 : 1.0	-3	-0.1	7
> O=C1COc2cc(S(=O)(=O)Nc3cc(C(F)(F)F)cc(C(F)(F)F)c3)ccc2N1
 : 0.5	-13	7.8*	5

(continued)
Second line of a record: GPR151 activ	MITF inh	FBW7 activator	TEAD-YAP block
> Cc1cc(/C=C(\C#N)C(=O)NCC2CCCO2)c(C)n1-c1ccc(Br)cc1 (stereo not drawn)
 : -1.1	0	0.0	-36
> Cc1ccccc1N1C(=O)/C(=C/C(=O)c2ccc(Cl)cc2)NC1=S
 : 0.4	8	-0.1	6
> COC(=O)c1c(NC(=O)c2ccco2)sc(C(=O)Nc2ccc(Cl)cc2)c1C
 : -1.1	17	0.2	-25
> COc1ccc(N2CC(NC(=O)NC3CCCCC3)CC2=O)cc1 (stereo not drawn)
 : -1.9	-7	-0.1	-9
> Cc1ccc(OCC(=O)NC(=S)Nc2ccc(N3CCOCC3)cc2)cc1
 : -0.5	10	-0.1	-9
> O=Cc1cc(Cl)c(OCC(=O)O)c(Br)c1
 : -0.5	-17	-0.2	-8
> Cc1cc(C)c(S(=O)(=O)N2CCN(C34CC5CC(CC(C5)C3)C4)CC2)c(C)c1
 : -2.1	15	0.7	8
> CCOC(=O)CN(C)C(=O)CCc1nnc(-c2ccsc2)o1
 : -0.9	-1	0.0	-19
> COc1ccccc1NC(=O)Nc1sc(NS(=O)(=O)c2ccccc2)nc1C
 : -1.4	-7	-0.3	4
> Cc1ccccc1Nc1nc2ccccc2n2cnnc12
 : -0.4	-17	-0.1	-13
> Fc1ccc(-c2cn3ccccc3n2)cc1
 : -8.8	-7	-0.1	-33
> COc1ccc(Cl)cc1NC(=O)CN(c1cccc2ccccc12)S(C)(=O)=O
 : -1.2	-7	-0.1	5
> CC(C)N(CCNc1nc(N2CCOCC2)nc2c1ncn2-c1ccccc1)C(C)C
 : 3.0	7	0.2	13
> Cc1ccc(NC(=O)Cn2c(C)nc3sc(C)c(C)c3c2=O)c(C)c1
 : 0.0	19	-0.2	6
> O=C(CSc1nnc(-c2cccc(S(=O)(=O)N3CCOCC3)c2)o1)c1ccc[nH]1
 : -0.4	-5	0.3	-6

Record cards, from the list above. Order of values: GPR151 activ, MITF inh, FBW7 activator, TEAD-YAP block
Entry for `Cc1ccc(NC(=O)Cn2c(C)nc3sc(C)c(C)c3c2=O)c(C)c1` : 0.0, 19, -0.2, 6
Entry for `Cc1cc(C)c(S(=O)(=O)N2CCN(C34CC5CC(CC(C5)C3)C4)CC2)c(C)c1` : -2.1, 15, 0.7, 8
Entry for `COc1ccccc1Nc1nc(-c2ccccc2Cl)c2cc(Br)ccc2n1` : 0.1, -2, -0.1, 4

More results.
Second line of a record: GPR151 activ	MITF inh	FBW7 activator	TEAD-YAP block
> Cc1ccc(-c2cc(C(F)F)n3ncc(C(=O)Nc4cccnc4Cl)c3n2)cc1
 : -1.3	0	0.0	4
> Cc1ccc(-n2nnc3c(=O)n(CC(=O)N4CCCC4)cnc32)cc1Cl
 : 0.0	-16	-0.1	5
> CC1CCCC(NC(=O)c2cc(=O)[nH]c3ccc(S(=O)(=O)N4CCCC4)cc23)C1C (stereo not drawn)
 : 1.7	0	0.0	1
> CN1CCN(C(=S)Nc2ccc(Br)cc2Cl)CC1
 : -1.4	6	1.1	3
> COc1ccc(/C=C(\C#N)c2ccc([N+](=O)[O-])cc2)c(OC)c1
 : 0.1	10	0.1	14
> CC(Sc1ccc(Cl)cc1)C(=O)NCC1CCCO1 (stereo not drawn)
 : 0.2	14	-0.2	-8
> CCN1CCN(c2cc(C)c3cc(NC(=O)/C=C/c4ccc(OCCC(C)C)cc4)ccc3n2)CC1
 : -1.1	21	0.3	-6
> COCCCNC(=O)CC1C(=O)NCCN1Cc1ccccc1C(F)(F)F (stereo not drawn)
 : -1.4	0	-0.1	-5
> Cc1ccc(CN(C)c2nc(CN3CCOCC3)nc3sc4c(c23)CCC4)o1
 : 0.0	4	-0.3	-3
> c1ccc(CNc2nc3nonc3nc2N2CCSCC2)cc1
 : 0.8	3	-0.2	6
> CC(=O)Nc1ccc(CN2C(=O)C(F)(F)Oc3ccccc32)cc1
 : 0.5	13	0.0	-2
> N#CC1=C(N)Oc2cc(O)ccc2C12C(=O)Nc1ccccc12 (stereo not drawn)
 : -0.3	7	0.0	0
> O=C(CCCCCn1c(SCc2cccc([N+](=O)[O-])c2)nc2ccccc2c1=O)NCc1ccco1
 : 1.1	16	0.1	2
> Cn1c(SCc2ccccc2Cl)nc2c(c1=O)SCC2
 : -1.3	1	-0.1	2
> CCOc1ccc(NCC(=O)N/N=C/c2ccccc2)cc1
 : 1.7	5	-0.2	-22

(further entries)
Second line of a record: GPR151 activ	MITF inh	FBW7 activator	TEAD-YAP block
> NC(=O)c1oc2ccccc2c1NC(=O)c1ccc2c(c1)OCCO2
 : -1.9	2	0.0	9
> CCOc1ccc(NC(=O)c2c(NC(=O)c3ccco3)sc3c2CCCC3)cc1
 : 1.2	-4	0.0	-3
> CS(=O)(=O)c1ccc(C(=O)N2CCC(=O)CC2)cc1
 : -1.0	3	0.7	7
> O=C(Oc1ccc2ccccc2c1Br)N1CCOCC1
 : -3.4	0	-0.1	-5
> Cc1ccc(NC(=O)CCNS(=O)(=O)c2ccc3[nH]c(=O)ccc3c2)cc1C
 : 0.4	-1	0.0	5
> COc1ccc(C(=O)NCC2COc3ccccc3O2)c(OC)c1OC (stereo not drawn)
 : -0.5	8	0.0	5
> NC(=O)CSc1ccc(-c2ccc3c(c2)OCCO3)nn1
 : -3.5	3	0.1	-27
> COc1cc(O)ccc1CN1CCC2(CCC(CNC(=O)c3cccc(F)c3)O2)CC1 (stereo not drawn)
 : -0.4	7	0.3	8
> COc1ccc(CCNS(=O)(=O)c2ccc(F)c(C(=O)Nc3cccc(Cl)c3Cl)c2)cc1OC
 : -1.7	5	-0.1	-6
> Cc1cc(N2CC(=O)N(CCc3ccccc3)C(=O)C2)n2ncnc2n1
 : -0.4	4	-0.2	5
> COc1ccc(N(C(C)C(=O)Nc2ccc(NC(C)=O)cc2)S(C)(=O)=O)cc1 (stereo not drawn)
 : 0.7	1	-0.3	-11
> CC(C)(C)c1ccc(Oc2ccc3noc4c3c2C(=O)c2ccccc2-4)cc1
 : 0.8	2	0.0	11
> O=C(NCc1ccco1)c1cc2cc(Br)cc(Br)c2oc1=O
 : -1.7	-14	-0.1	-3
> C=CCNc1nc(Nc2ccc([N+](=O)[O-])cc2)nc(N2CCOCC2)n1
 : 1.2	6	0.0	0
> Cc1ccc(C(=O)CC(=O)c2ccccc2C)c(O)c1
 : 0.3	-3	-0.2	-7

(cont.)
Second line of a record: GPR151 activ	MITF inh	FBW7 activator	TEAD-YAP block
> COC(=O)c1c(OCCc2scnc2C)cc(=O)n2c1CCN(C)CC2
 : 1.2	-7	-0.1	2
> CNc1nc(N(C)Cc2ccccc2)nc(N)c1[N+](=O)[O-]
 : 1.0	1	0.2	1
> CC(=O)Nc1ccc(NC(=O)COC(=O)c2cc3ccccc3oc2=O)cc1
 : -0.3	1	-0.1	-34
> O=C1C(Cc2ccccc2)N=C2c3ccccc3N=C(SCc3cc(=O)n4cc(Br)ccc4n3)N12 (stereo not drawn)
 : 0.8	0	0.1	-15
> CC(C)Nc1ncnc2c1c(-c1ccccc1)cn2-c1ccc(Br)cc1
 : 5.4*	1	-0.2	1
> Cc1cc(C)n(-c2ncnc(Cl)c2N)n1
 : 1.1	-2	-0.1	1
> CCN(CC)c1ccc(C(=O)OCC(=O)Nc2cc(C(N)=O)cc(C(N)=O)c2)cc1
 : 0.3	-3	-0.1	5
> CCOCCCNC(=O)CSc1nnc2c3cc(C)ccc3n(C)c2n1
 : -1.0	20	0.2	-10
> Cc1[nH]n(-c2cccc(Cl)c2)c(=O)c1C=Nc1ccccc1Cl
 : -1.7	3	-0.3	11
> CCOC(=O)C1C(=O)CC(C)(O)C(C(=O)OCC)C1c1ccc(O)cc1 (stereo not drawn)
 : 1.0	-6	0.1	2
> COc1ccc(C(C)C)cc1S(=O)(=O)n1nc(C)cc1C
 : -0.7	-14	0.1	-2
> CSc1ccccc1N1C(=O)CN(C(=O)c2cc(-c3ccc(C)o3)[nH]n2)CC1C (stereo not drawn)
 : -1.3	0	0.0	-5
> O=C(COC(=O)c1ccc2c(c1)C(=O)N(c1cc(Cl)ccc1Cl)C2=O)c1ccccc1
 : 1.4	-8	0.1	5
> O=C(CSc1nc2cc(Cl)ccc2s1)Nc1ncccn1
 : -1.0	13	0.1	-3
> O=C(Nc1ccc2c(c1)CCC2)C1CCN(c2nnnn2-c2ccccc2)CC1
 : 0.5	-9	-0.1	2

Next part:
Second line of a record: GPR151 activ	MITF inh	FBW7 activator	TEAD-YAP block
> COc1ccc(NC(=O)c2cc(C(=O)Nc3ccc(OC)cc3)n(C)n2)cc1
 : 3.1	1	-0.1	-3
> OCCN1CCN(c2ncc(-c3cnn(Cc4ccccc4)c3)n3ccnc23)CC1
 : 0.1	15	-0.1	-9
> CCc1nnc(SCC(=O)Nc2ccccc2OC)nc1CC
 : -0.4	-11	0.0	3
> CC/C=C\C/C=C\C/C=C\CCCCCCCC(=O)NCCO
 : 2.1	0	·	·
> O=C(NCc1cccc(C(F)(F)F)c1)c1cnc(NCCCN2CCCC2=O)s1
 : -0.7	-11	0.0	0
> COC(=O)c1cccc(COC(=O)c2cc(=O)[nH]c3ccccc23)c1
 : -0.8	3	-0.1	10
> CCc1c(C)sc(NC(=O)COc2ccc(Cl)cc2)c1C#N
 : 1.7	-23	0.1	-21
> O=C1N(Cc2cccc(Cl)c2)C[C@@H]2C[C@@H](c3ccc4nonc4c3)N3CCC[C@@]123
 : -0.4	-14	-0.1	-2
> CN(Cc1ccccc1)C(=O)c1nc2ccccn2c1CNCCCn1cccn1
 : -0.4	4	0.0	12
> CCOC(=O)C1CCN(CCC(=O)Nc2ccccc2Cl)CC1
 : 0.1	8	-0.1	0
> COCCCNC(=S)Nc1ccc(CC(=O)O)cc1
 : -1.2	8	0.0	-6
> COc1ccc(C(=O)OCCCOC(=O)c2ccc(OC)cc2OC)c(OC)c1
 : 5.9*	24	0.3	-21
> CNC(=O)c1cc(Sc2nnc(C)s2)nc2ccccc12
 : 0.9	13	-0.1	10
> COCCNc1nccn2c(-c3ccccc3CO)cnc12
 : 0.3	16	0.2	0
> O=C(/C=C/c1ccccc1)Nc1cc(C(=O)Nc2cccc(C(F)(F)F)c2)ccc1N1CC2CC(C1)c1cccc(=O)n1C2 (stereo not drawn)
 : 1.3	8	0.2	-8

The list goes on:
Second line of a record: GPR151 activ	MITF inh	FBW7 activator	TEAD-YAP block
> Cc1ncoc1C(=O)NCCN1Cc2ccccc2OC(C)C1 (stereo not drawn)
 : 0.3	0	0.2	-2
> COC(=O)c1ccc2c(c1)C(=O)N(c1cccc(Cl)c1Cl)C2=O
 : 3.1	3	-0.1	-5
> COc1cccc(C(=O)NCC(c2ccc3c(c2)OCO3)N2CCN(C)CC2)c1 (stereo not drawn)
 : -2.3	13	0.4	12
> Cc1c(C(=O)Nc2nc3ccccc3s2)sc2ncn(Cc3cccc(F)c3)c(=O)c12
 : -0.9	-18	0.7	13
> CC(=O)c1ccc(-c2ccccc2N)s1
 : -2.9	14	0.4	-15
> Cc1ccc2c(CC(=O)Nc3nccs3)coc2c1
 : -0.8	9	0.0	-38
> Cc1c(Nc2nc(-c3ccccc3)cs2)c(=O)n(-c2ccccc2)n1C
 : 0.6	-1	0.0	-7
> COCCOCC1CCN(C(=O)CNC(=O)c2ccccc2)CC1
 : 0.4	-5	-0.1	-34
> COc1cc(OC)c(S(=O)(=O)Nc2ccc(C(=O)N3CCCC3)cc2)cc1NC(C)=O
 : 0.0	-4	0.0	-5
> CN1C(=O)NC(=O)/C(=C\c2cn(Cc3ccc([N+](=O)[O-])cc3)c3ccccc23)C1=O
 : 0.9	8	0.1	-1
> CCC(=O)c1ccc(Br)cc1[N+](=O)[O-]
 : -0.4	-6	0.0	-4
> O=C(COC(=O)C12CC3CC(CC(O)(C3)C1)C2)c1ccc[nH]1
 : 1.6	-3	0.0	-13
> O=C(NCc1ccccn1)c1sc(=S)n2c1[nH]c(=O)c1ccccc12
 : 0.6	9	0.1	15

Outcome played no part in choosing rows; 3.5% or so of the library scored in one or more.
